Source: PubChem (Broad Institute)
XiGFP reactiv: reactivates the inactive X chromosome in mouse fibroblasts | XiGFP mouse fibroblasts, % GFP-positive cells imaging, 3 d; cells co-treated with 5-aza-dC sensitizer; scaled so ellipticine positive control = 100% | activation, % at 7.58 µM | actives 0.055% (n = 360,000) | AID 743238;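 active means mean normalized replicate activation at least 10% and every replicate at or above 10%; inconclusive means only one of the two criteria met; inactive means mean below 10% and not all replicates reach 10%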;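 further: 0% = median of on-plate neutral control wells and 100% = ellipticine 6 µM median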
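Material: XiGFP fibroblasts, SV40-immortalized; Buffer or medium: DMEM containing 5-aza-dC; Compound dosing: single point; Times: 3 days compound exposure.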
E-selectin induc: E-selectin induction on HUVECs; activation, % at 7.58 µM; AID 686992; HUVEC E-selectin immunofluorescence imaging; normalized: neutral wells 0, TNF-alpha wells 100; actives 0.37% (n = 260,000); P16581;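 active means mean E-selectin-positive cell signal at least 10% of the positive control, reached in at least 60% of replicates, without over 20% cell loss; inconclusive means no rule given, readout overlaps actives, possibly toxicity-flagged; inactive means the rest, including those meeting only one limit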;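 further: in these data hits start at about 27%; measured in HUVEC primary endothelial cells; signal is the percent of cells scored E-selectin positive by PE staining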
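Material: HUVEC primary endothelial cells; Amount: 3,000 cells per well; Dosing: single concentration; Medium: EGM-2 growth medium on 0.1% gelatin-coated wells; Read-out basis: percent E-selectin-positive cells; Signal: immunofluorescence imaging; Control set: TNF-alpha, DMSO.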
EWS-Fli inh: EWS/Fli transcriptional activity inhibition | A673 NR0B1-luciferase reporter, viability-normalised | inhibition, % at 12.6 µM | actives 0.67% (n = 350,000);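 active means mean inhibition of at least 50% after viability correction, with every replicate also passing that limit; inconclusive means mean reaches 50% but only one of two replicates passes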;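 further: firefly luciferase signal divided by Alamar Blue viability fluorescence both relative to DMSO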
FN deposit inh: fibronectin deposition inhibition. actives 0.086% (n = 350,000). AH1F fibroblasts, Alexa488-fibronectin deposition fluorescence, overnight. inhibition, % at 12.6 µM;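 active means mean inhibition across replicates of 30% or more, regardless of how many single replicates reach that level; inconclusive means mean under 30% yet at least half of replicates reach 30%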;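 further: positive control wells lacked labelled fibronectin entirely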
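material = AH1F fibroblast monolayer depositing Alexa488-labelled fibronectin into matrix | amount = 10000 AH1F cells/well | buffer or medium = DMEM plus 2% serum, read in PBS | incubation = 1 h cell adhesion before compound, then overnight fibronectin incubation | detection = fluorescence at 485 nm excitation, 525 nm emission | evaluation = percent inhibition as loss of matrix-bound fibronectin fluorescence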
S100A4 MyoIIA: inhibitors of human S100A4 binding to myosin IIA peptide; P26447; S100A4/TAMRA-MyoIIA peptide fluorescence polarization; inhibition, % at 10.7 µM; actives 0.14% (n = 360,000);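 active means mean inhibition of at least 70% across replicates, with every replicate also reaching that level; inconclusive means mean inhibition reaches 70% but some replicates fall short; inactive means mean inhibition below 70%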
Target sequence (P26447 whole entry, looked up): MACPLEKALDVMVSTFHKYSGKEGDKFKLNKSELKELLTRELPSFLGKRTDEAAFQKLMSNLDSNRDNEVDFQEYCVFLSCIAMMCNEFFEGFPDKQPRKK
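Material: S100A4 monomer protein | Medium: HEPES pH 7.2 with CaCl2, KCl, NaCl, DTT, Triton | Reagent: Labelled myosin peptide probe, 5 nM | Doses: One dose per compound | Times: 5 min incubation before reading | Benchmarks: Neutral control DMSO, positive control TFP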
esBAF inh: SWI/SNF esBAF complex inhibition; mouse ES cells, Bmi1-luciferase knock-in reporter, 24 h; 100% = twice the neutral-well signal; reporter increase, % at 12.5 µM; actives 2% (n = 350,000); AID 602393; in the data active means activation above about 40%; inconclusive means no clear call, values can overlap the other calls;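 further: 0% = median of the plate's neutral control wells and 100% = double that signal; a rise in the Bmi1 reporter signal indicates esBAF inhibition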
RAD54 branch: inhibitors of human RAD54 branch migration; inhibition, % at 10.4 µM; actives 0.14% (n = 360,000); RAD54 Holliday junction branch migration, FAM/BHQ fluorescence; Q92698;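 active means mean normalized replicate activity at least 40 and at least half of replicates scoring 40 or more; inconclusive means only one of the two criteria met; inactive means mean below 40 and under half of replicates reaching 40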;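 further: 0% = median of neutral control wells and 100% = median of positive control wells; inhibitors cause a drop in the FAM fluorescence signal; in these data hits start at about 50%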
RAD52 anneal inh: blocks human RAD52 DNA annealing. AID 651710. recombinant RAD52 DNA annealing, FRET fluorescence. actives 0.46% (n = 360,000). inhibition, % at 18.7 µM;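 active means every replicate showing at least 50% inhibition; inconclusive means mean inhibition at least 50% but not in every replicate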
Target sequence (P43351 whole entry, looked up): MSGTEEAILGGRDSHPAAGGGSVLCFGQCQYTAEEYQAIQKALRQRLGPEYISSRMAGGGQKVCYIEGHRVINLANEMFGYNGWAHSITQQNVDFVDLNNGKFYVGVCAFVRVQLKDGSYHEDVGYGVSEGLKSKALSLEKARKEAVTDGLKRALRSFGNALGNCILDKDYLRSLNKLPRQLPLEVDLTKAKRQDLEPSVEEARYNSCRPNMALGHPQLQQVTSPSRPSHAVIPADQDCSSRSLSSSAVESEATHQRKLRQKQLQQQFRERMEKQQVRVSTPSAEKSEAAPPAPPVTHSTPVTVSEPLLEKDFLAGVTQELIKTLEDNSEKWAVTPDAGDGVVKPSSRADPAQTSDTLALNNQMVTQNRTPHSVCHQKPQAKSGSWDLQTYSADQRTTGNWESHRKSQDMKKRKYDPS
The depositor's hits bear a star; u = inconclusive; x = no result given.

Results follow in this order: XiGFP reactiv | E-selectin induc | EWS-Fli inh | FN deposit inh | S100A4 MyoIIA | esBAF inh | RAD54 branch | RAD52 anneal inh
1. CC(NC(=O)c1ccc(N(C)C)cc1)c1ccc(F)cc1 (stereo not given)
    0.0 | 0.7 | -2 | x | 6 | 2 | -13 | -7
2. NS(=O)(=O)c1ccc(NC(=O)c2cccc(Cl)c2)cc1
    1.0 | -0.2 | -6 | -1 | 3 | x | x | -7
3. C=CC[C@H](CC(=O)N(CCO)Cc1ccccc1)C(=O)N[C@@H](COC(=O)[C@@H](CC=C)Cc1ccc(F)cc1)Cc1c[nH]c2ccccc12
    0.0 | 5.7 | 0 | -14 | 0 | 10 | -10 | 15
4. CCCN(C)C[C@@H]1Oc2ncc(C#Cc3ccc(OC)cc3)cc2C(=O)N([C@H](C)CO)C[C@@H]1C
    -0.3 | -0.1 | 8 | 12 | -1 | -11 | -3 | -30
5. O=C(COC(=O)/C=C/c1ccc2ccccc2n1)NNC(=O)c1ccccc1
    0.0 | -0.3 | -4 | 1 | -3 | 3 | 8 | -24
6. COc1ccccc1CNC(=O)C[C@@H]1C[C@@H]2c3cc(N(C)C)ccc3O[C@@H]2[C@H](CO)O1
    0.6 | -0.5 | -1 | -2 | -11 | 5 | 2 | -120
7. Cc1noc(C)c1S(=O)(=O)N(C)C[C@H]1OCCCC[C@H](C)Oc2ccc(NS(=O)(=O)c3cn(C)cn3)cc2C(=O)N([C@H](C)CO)C[C@@H]1C
    0.2 | -0.1 | -7 | -13 | 1 | -8 | 2 | 3
8. C=CCNC(=O)/C(C#N)=C/c1c(N2CCN(c3ccc(OC)cc3)CC2)nc2c(C)cccn2c1=O
    0.0 | -1.3 | 12 | 14 | -5 | 1 | -3 | -9
9. Cc1nc([N+](=O)[O-])c(Br)n1CC(=O)c1cccc([N+](=O)[O-])c1
    0.5 | x | 22 | -3 | -1 | x | x | -1
10. CCC1Sc2ccccc2N(CC(=O)NC2CCCC2)C1=O (stereo not given)
    x | x | x | 2 | 0 | 38 | -13 | -14
11. C[C@H]1CN([C@@H](C)CO)C(=O)Cc2cc(N(C)C)ccc2O[C@@H]1CN(C)Cc1ccc(C(=O)O)cc1
    -0.6 | 0.2 | 6 | -1 | 0 | -2 | -3 | 8
12. COc1ccc(CC(=O)NNS(=O)(=O)c2ccccc2)cc1OC
    0.4 | x | -3 | -6 | -4 | 1 | x | -9
13. COc1ccc(N(C)C(=O)C2CCN(S(=O)(=O)c3cccc4nonc34)CC2)cc1
    0.0 | x | -10 | 6 | -5 | 10 | 0 | -8
14. N#CC1(NC(=O)COc2cc(F)ccc2[N+](=O)[O-])CCCCC1
    0.0 | -1.3 | 11 | -1 | 1 | 15 | -5 | -9
15. CCOC(=O)N1CCc2c(sc3ncn(C)c(=O)c23)C1
    5.2 | 4.2 | -6 | 2 | 0 | x | x | -6
16. CN(C)C(=O)c1ccc(-c2ccc(C3[C@@H]4CNC[C@H]3N4)cc2)cc1 (stereo not given in full)
    0.1 | -0.1 | 10 | -2 | x | x | x | x
17. COc1ccc(Cl)cc1C=CC=Nc1ccc(S(N)(=O)=O)cc1
    -0.1 | x | 5 | -8 | -3 | x | x | -7
18. CC(C)(C)CNC(=O)[C@]1(C)CCC[C@@]2(C)C3CC[C@@]4(C)C[C@]3(CCC21)CC4=O (stereo not given in full)
    -0.1 | -0.1 | -4 | 3 | 5 | 0 | -3 | -9
19. O=[N+]([O-])c1ccc(NCCN2CCOCC2)c([N+](=O)[O-])c1
    0.3 | x | -7 | 1 | 6 | 6 | -14 | -8
20. CN(CCc1ccccn1)c1ccccc1
    -0.1 | 0.0 | -25 | -1 | 2 | 48* | -3 | -23
21. COc1ccc(S(=O)(=O)Nc2ccc3c(c2)CC(=O)N([C@@H](C)CO)C[C@H](C)[C@@H](CN(C)C(=O)NC(C)C)O3)cc1
    -0.1 | -3.3 | -8 | 0 | 9 | 3 | -1 | 3
22. CC(OC(=O)CNS(=O)(=O)c1ccc(C#N)cc1)C(=O)Nc1cccc(C#N)c1 (stereo not given)
    0.1 | 0.3 | 4 | -1 | 1 | x | -4 | -8
23. CO[C@H]1CN(C)C(=O)c2ccc(NS(=O)(=O)c3ccccc3)cc2OC[C@H](C)N(C)C[C@H]1C
    0.5 | -0.1 | 1 | 5 | x | 4 | x | x
24. O=C(CSc1nc2ccccc2c(=O)n1-c1ccccc1F)Nc1ccc2c(c1)CCC2
    0.3 | 0.0 | 9 | 31* | 4 | x | 18 | -14
25. COc1cc(C(C)=O)ccc1OCC(O)CNCC(O)c1ccccc1 (stereo not given)
    0.1 | 0.2 | 4 | 0 | 0 | -1 | -8 | -1
26. CCN(CC(=O)Nc1ccccc1C(F)(F)F)C(=O)c1ccc2c(c1)NC(=O)C(C)S2 (stereo not given)
    0.0 | 0.1 | 11 | 8 | 2 | -1 | 1 | 7
27. CC(OCCN(C)C)C(=O)C12CC3CC(CC(C3)C1)C2 (stereo not given)
    u | 0.4 | -12 | -7 | 1 | x | -12 | -8
28. CCOCCCn1c(SCC(=O)Nc2ccccc2)nc2ccccc2c1=O
    0.3 | x | 7 | -5 | -1 | 4 | 0 | -2
29. C[C@@H]1CN([C@@H](C)CO)C(=O)c2cccc(NC(=O)C3CC3)c2O[C@H]1CN(C)S(=O)(=O)c1cn(C)cn1
    0.1 | -0.1 | -15 | x | 2 | 2 | -1 | -5
30. COC(=O)c1ccc(Sc2ccccn2)c([N+](=O)[O-])c1
    0.0 | x | 10 | -6 | 4 | x | x | -11

3 compounds already listed, arranged by SMILES length, low to high.
Results follow in this order: XiGFP reactiv | E-selectin induc | EWS-Fli inh | FN deposit inh | S100A4 MyoIIA | esBAF inh | RAD54 branch | RAD52 anneal inh
10. CCC1Sc2ccccc2N(CC(=O)NC2CCCC2)C1=O (stereo not given)
    x | x | x | 2 | 0 | 38 | -13 | -14
30. COC(=O)c1ccc(Sc2ccccn2)c([N+](=O)[O-])c1
    0.0 | x | 10 | -6 | 4 | x | x | -11
13. COc1ccc(N(C)C(=O)C2CCN(S(=O)(=O)c3cccc4nonc34)CC2)cc1
    0.0 | x | -10 | 6 | -5 | 10 | 0 | -8

Other compounds.
Results follow in this order: XiGFP reactiv | E-selectin induc | EWS-Fli inh | FN deposit inh | S100A4 MyoIIA | esBAF inh | RAD54 branch | RAD52 anneal inh
31. CC(C)CN1C(=O)C(NC(=O)C2CC2)(C(F)(F)F)C2=C1CC(C)(C)CC2=O (stereo not given)
    -0.1 | x | -3 | 3 | 5 | x | 4 | -14
32. CCOC(=O)CC1(C)Oc2cc(Cl)ccc2N1S(=O)(=O)c1ccc(C)cc1 (stereo not given)
    0.1 | -0.4 | 1 | 12 | -3 | x | x | -7
33. O=C(NCc1ccccn1)c1cc(S(=O)(=O)N2CCCCC2)ccc1Cl
    0.2 | 1.6 | -5 | 5 | 4 | -3 | -8 | -1
34. O=C(Nc1ccsn1)c1ccc(Cl)cc1Cl
    0.0 | 0.1 | -65 | 1 | -7 | 16 | -2 | -12
35. CC(C)c1cc(C(=O)N2CCCC(Nc3ccc(F)cc3)C2)nc(N)n1 (stereo not given)
    0.0 | -0.1 | -3 | -3 | -2 | 4 | 2 | 0
36. C[C@@H]1CCCCO[C@@H](CN(C)C(=O)Nc2cccc3ccccc23)[C@@H](C)CN([C@@H](C)CO)C(=O)c2cc(NC(=O)Cc3ccccc3)ccc2O1
    -0.7 | 0.0 | x | x | 28 | x | x | -5
37. CCc1ccc(C(=O)NNC(=O)C2CC(=O)N(Cc3ccccc3)C2)cc1 (stereo not given)
    -0.1 | -0.1 | 1 | 1 | -1 | -2 | -4 | 4
38. COc1ccccc1N(CC(=O)N1CCCC1)S(=O)(=O)c1ccc(C)cc1
    0.1 | 0.1 | 2 | -2 | 3 | 1 | -1 | -5
39. Cc1ccc(Cl)cc1N1CCN(S(=O)(=O)c2c(C)[nH]c(C)c2C(=O)N2CCCC2)CC1
    0.0 | x | 7 | 8 | 1 | 3 | -3 | -7
40. COc1ccc2c3c([nH]c2c1)[C@H](CO)N(C(C)=O)CC31CCN(Cc2ccccc2Cl)CC1
    0.1 | 0.3 | -2 | x | -4 | x | x | 8
41. COc1ccc(C)c2sc(N(CCN(C)C)C(=O)c3ccc(S(=O)(=O)N(C)c4ccccc4)cc3)nc12
    0.0 | x | 4 | 6 | -1 | 1 | 4 | -1
42. Cc1nnsc1C(=O)NC1CCCc2c1cnn2-c1cc(F)cc(F)c1 (stereo not given)
    0.3 | 0.3 | 3 | 2 | 5 | 3 | 0 | -3
43. O=C(Nc1ccc2c(c1)[C@H]1C[C@@H](CC(=O)N3CCOCC3)O[C@@H](CO)[C@H]1O2)c1cccnc1
    0.0 | 0.3 | -6 | -5 | -11 | 0 | 0 | -14
44. Cc1noc(C)c1NC(=O)Nc1ccc2c(c1)C(=O)N([C@@H](C)CO)C[C@H](C)[C@@H](CN(C)S(=O)(=O)c1ccc(F)cc1)OCCCC[C@H](C)O2
    0.0 | 0.8 | 3 | x | 0 | -3 | 1 | 19
45. O=c1[nH]c(=O)n(C(c2ccccc2)c2ccccc2)cc1Br
    0.3 | x | 5 | 5 | -5 | -5 | x | -8
46. COCC#Cc1cnc2c(c1)C(=O)N([C@@H](C)CO)C[C@@H](C)[C@H](CN(C)C(=O)C1CCOCC1)O2
    -0.3 | -0.3 | -1 | -20 | 1 | 0 | -1 | -3
47. O=C(Cn1cnc2ccccc2c1=O)Nc1nc2ccccc2s1
    0.0 | x | 12 | -15 | -7 | x | x | -20
48. COc1ccc(NC(=O)COC(=O)c2cc([N+](=O)[O-])ccc2N2CCOCC2)cc1
    0.0 | 2.6 | 6 | 3 | -6 | -3 | -6 | -15
49. COc1ccc(-n2nc(C(=O)NCC(=O)N(C)Cc3ccccc3)c3ccccc3c2=O)c(OC)c1
    0.0 | 0.4 | 0 | 3 | 17 | -4 | 3 | -15
50. COc1ccc(C(=O)N2CCc3[nH]nc(-c4ccccc4)c3C2)cc1
    0.0 | x | -2 | -8 | -1 | 3 | -6 | -8
51. COC(C[C@H]1O[C@@H]1[C@H](O)COCc1ccccc1)OC
    0.1 | -0.7 | -5 | 4 | -15 | -4 | 6 | -13
52. N#C[C@H]1[C@H](c2ccccc2)[C@@H](CO)N1C(=O)CN1CCOCC1
    0.1 | -0.1 | 13 | -5 | -4 | -1 | -10 | -8
53. CC(C)(C)c1ccc(C(=O)NCC(=O)N2CCCC2)cc1
    0.4 | 0.3 | -43 | 0 | -5 | 21 | -1 | -4
54. C[C@@H](C(O)c1ccccc1)N(C)C(=O)CCc1ccccc1 (stereo not given in full)
    0.0 | 0.0 | -9 | 17 | 4 | 1 | 3 | 5
55. C/C(Cn1ncc(N2CCOCC2)c(Cl)c1=O)=N\O
    0.1 | 0.5 | -6 | 6 | 1 | 5 | 2 | -12
56. COc1ccccc1CN1CCC(n2nccc2NC(=O)c2ccccc2Cl)CC1
    0.0 | 0.4 | x | 4 | 0 | 2 | -1 | 11
